Large T inhibition – SV40 large T antigen inhibitors, biochemical (AID 1903) | SV40 large T antigen ATPase/helicase inhibition assay; higher % means a stronger effect | 310,000 tested, 0.39% active | one-dose inhibition, % at 20 µM; IC50 in µM for titrated hits; in the data active = a potency from the dose series; inconclusive = inhibition mostly from about 32% at the one dose, without a potency; inactive = the rest, 99 in 100 with inhibition below about 32%; also: strong numbers were not always called active
WT yeast gro inh – growth inhibition of WT yeast, mitochondrial fusion screen. mitochondrial fusion phenotypic screen, WT strain. inhibition, % at 10 µM. 190,000 tested, 2.1% active; in the data active = inhibition above about 58%; tested in S. cerevisiae
Dengue-2 NS5 capping – Dengue-2 NS5 methyltransferase inhibitors, primary screen, biochemical, confirmation dose response (AID 588689); Dengue-2 NS5 methyltransferase capping enzyme assay, biochemical; higher % means a stronger effect; inhibition, % at 25 µM, or IC50 in µM where a hit was titrated; 340,000 tested, 0.3% active; in the data active = a potency from the dose series; inconclusive = inhibition above about 29% without an active follow-up result
ER stress rescue – rescue of cells from ER stress-induced death, primary screen, 384-well, CSM14.1, thapsigargin, ATP luminescence (AID 1222). CSM14.1 thapsigargin-induced death rescue, ATP luminescence; higher % means a stronger effect. cellular ATP content (survival), % at 20 µM, or EC50 in µM where a hit was titrated. 190,000 tested, under 10 active;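 active = EC50 below 50 µM in the dose-response confirmation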;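 also: death triggered by thapsigargin at about 15 µM added after 2 h compound pretreatment; cell ATP read after overnight thapsigargin exposure of roughly 18 to 22 hours; normalized against plate controls of thapsigargin alone and 5% DMSO vehicle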
West Nile virus CPE – inhibition of WNV-induced cytopathic effect – cell-based, CPE readout (AID 1621) | West Nile virus-infected cells, CPE inhibition; higher % means a stronger effect | CPE inhibition, % at 10 µM, or IC50 in µM where a hit was titrated | 290,000 tested, 0.02% active; in the data active = a potency from the dose series; inconclusive = CPE inhibition mostly from about 3.7% at the one dose, without a potency; inactive = the rest, 99 in 100 with CPE inhibition below about 2.2%; also: strong numbers were not always called active
RSV CPE inhibition – inhibition of RSV-induced cytopathic effect – HEp-2 cells, primary 10 µM value included (AID 2391); HEp-2 cells, RSV-induced CPE inhibition; higher % means a stronger effect; one-dose CPE inhibition, % at 10 µM; IC50 in µM for titrated hits; 310,000 tested, 0.13% active; in the data active = a potency from the dose series; inconclusive = CPE inhibition mostly from about 23% at the one dose, without a potency; inactive = the rest, 99 in 100 with CPE inhibition below about 21%; also: strong numbers were not always called active
UTI89 phage lysis – inhibition of K1F phage lysis, E. coli UTI89, bacterial capsule biogenesis inhibitors, alamar blue (AID 488966). E. coli UTI89 K1F phage lysis, alamar blue, 2 h; higher % means a stronger effect. one-dose inhibition, % at 100 µM; IC50 in µM for titrated hits. 340,000 tested, 0.02% active;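 active = phage lysis inhibition, versus mean bacterial control, above a set limit; inconclusive = no clear call, values can overlap the other calls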;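 also: capsule biogenesis inhibitors block K1F phage lysis so surviving cells raise fluorescence; higher fluorescence means more inhibition of phage lysis; actives were called in the ten point dose series up to 300 µM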
Yfh1-off respiration – enhancers of respiration in Yfh1-depleted yeast, dose response, Friedreich's ataxia, plus single-dose screen (AID 1465). S. cerevisiae Yfh1-off respiration, WST-1 reduction, 72 h; higher fold induction means a stronger effect. 220,000 tested, 0.074% active. one-dose fold induction at 50 µM; EC50 in µM for titrated hits;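 active = fold induction of absorbance versus untreated yeast above a set limit, then at least 30% activation at any dose in follow-up; inconclusive = repeats straddling the limit, or above it without dose testing; inactive = fold induction below the set limit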;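 also: activators that raise dye reduction in frataxin-depleted yeast; strong numbers were not always called active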
XIAP displacement – small molecules displacing peptide from XIAP – biochemical, IAP family, fluorescence polarization (AID 1018); XIAP BIR domain, fluorescence polarization peptide displacement; higher % means a stronger effect; one-dose displacement, % at 20 µM; IC50 in µM for titrated hits; 200,000 tested, 0.007% active; in the data active = displacement above about 50%; also: a part of the inactive calls stands beside numbers as strong as those of hits
WT yeast gro inh mutant strain – second read-out of WT yeast gro inh, no call of its own (marks repeat the call); inhibition, %; mitochondrial fusion phenotypic screen, mutant strain inhibition
* marks the source's active call; other numbers are inactive results; i = inactive; u = inconclusive; x = not tested or not shown; & = joins results of further samples; [ ] = dose if it differs, or a comment.

Structure,Large T inhibition,WT yeast gro inh,WT yeast gro inh mutant strain,Dengue-2 NS5 capping,ER stress rescue,West Nile virus CPE,RSV CPE inhibition,UTI89 phage lysis,Yfh1-off respiration,XIAP displacement
Cc1ccnc(NC2(C(F)(F)F)N=C(c3ccccc3)NC2=O)c1 (stereo not drawn),14.4%,-5.2,22.3,-1.6%,-2.5%,-0.4%,0.6%,7.6%,i,-3.9%
COc1ccc(NS(=O)(=O)c2c(C(=O)N3CCCCCC3)c(C)n(C)c2C)cc1OC,9.8%,x,x,-2.0%,x,-0.4%,1.8%,-0.3%,x,x
CC(C)NC(=O)NC(=O)COC(=O)c1ncc(Cl)c(Cl)c1Cl,20.3%,-4.3,-5.3,-3.1%,-4.0%,-0.2%,0.3%,0.4%,i,-5.3%
Cc1c(C(=O)N2CCN(c3ccccn3)CC2)oc2c(F)cccc12,17.7%,x,x,-4.2%,x,0.9%,20.2%,1.0%,x,x
O=C(C1=C[C@H](C2CCCCC2)C[C@H](OCCCCO)O1)N1CCN(Cc2ccc3c(c2)OCO3)CC1,30.3%,12.8,20.2,-6.6%,2.1%,-0.9%,6.6%,0.7%,i,-2.8%
Cc1ccc2cccc(OCC(=O)c3cc(C)n(Cc4ccco4)c3C)c2n1,2.4%,-5.0,-6.6,x,x,-1.2%,6.5%,x,i,-5.7%
CCOc1ccc(NC(c2ccccn2)c2oc(CO)cc(=O)c2O)cc1 (stereo not drawn),8.3%,1.8,18.1,12.1%,0.9%,0.1%,1.8%,-0.6%,i,-7.0%
Cn1cc(S(=O)(=O)c2ccccc2)c(=O)c2cc(Cl)ccc21,6.1%,x,x,0.9%,x,0.2%,x,0.5%,x,x
CCn1c(=O)n(Cc2ccco2)c(=N)c2c3c(sc21)COC(C)(C)C3,2.7%,15.3,16.6,-5.5%,-1.7%,-0.7%,-1.1%,-2.7%,i,-0.9%
CCCCNCc1nc2ccccc2c(=O)[nH]1,8.1%,-10.0,17.9,-2.1%,-1.0%,0.6%,1.1%,-2.5%,i,-2.4%
Cc1ccc(OCC(=O)Nc2ccc(C(=O)O)cc2NC(=O)COc2ccc(C)c(C)c2)cc1C,3.3%,x,x,-8.4%,x,-0.3%,5.5%,-1.2%[50 µM],x,x
CCOc1ccccc1-c1c2cc(O)c(=O)cc-2oc2cc(O)c(O)cc12,15.8%,3.0,2.8,26.6%,-2.7%,x,x,3.8%[50 µM],x,-1.8%
O=C(/C=C\Nc1cccc(F)c1)c1cccs1,4.6%,8.4,8.2,-3.5%,-3.7%,-0.4%,0.8%,0.0%,i,-1.3%
O=C(NC(=S)N1CCCC1)c1cccc([N+](=O)[O-])c1,9.9%,x,x,-6.5%,x,-0.5%,-0.1%,-0.2%,x,x
COc1ccc(NC(=O)CSc2nnc(N)s2)cc1,2.7%,-48.8,-34.8,-2.0%,-0.9%,0.1%,-0.3%,3.9%,i,-5.9%
CCOC(=O)c1ccc(NC(=O)N2CC(C)OC(C)C2)cc1 (stereo not drawn),7.3%&5.0%,56.3,31.5,2.4%,-4.2%,0.3%,3.1%,0.1%,i,-2.3%
Cc1nn(-c2ccc(F)cc2)c(Cl)c1/C=C(\CCC(=O)O)c1nc2ccccc2s1,26.1%,-4.2,5.0,2.4%,-1.6%,0.1%,7.3%,-1.4%,i,-4.1%
COc1ccc(S(=O)(=O)n2nc(OC(=O)c3ccncc3)cc2N)cc1,8.8%,2.8,9.6,-49.9%,0.8%,-0.1%,2.1%,0.8%,i,-5.3%
O=S(=O)(NCc1ccccn1)c1ccc(Cl)c(C(F)(F)F)c1,8.6%,-2.7,-33.5,-5.4%,2.2%,-0.2%,3.9%,0.1%,i,-4.2%
O=C(Nn1c(C2CCCCC2)nc2ccccc2c1=O)c1cc(Cl)ccc1[N+](=O)[O-],8.3%,-8.5,-20.1,-3.6%,3.6%,-0.2%,1.3%,-0.1%,i,-3.6%
Cc1ccc(C(=O)NC(=O)CSc2ncccc2C(=O)O)cc1,7.8%,-5.8,8.2,-9.0%,-2.6%,0.0%,2.2%,0.2%,i,-4.0%
N#CC(c1ccc(=O)[nH]n1)c1ccc(Cl)cc1Cl (stereo not drawn),9.9%,5.8,7.2,-4.5%,0.6%,-0.2%,0.4%,0.3%,i,-4.3%
Cc1cc(=O)oc2ccc(OCc3ccccc3)cc12,18.3%,x,x,-2.9%,x,0.0%,u,0.3%,x,x
COc1ccccc1Nc1nnc(SCC(=O)NC(=O)Nc2ccc3c(c2)OCCO3)s1,12.3%,-10.9,-21.2,-3.8%,1.3%,-0.4%,5.7%,2.2%[50 µM],i,-1.2%
N#Cc1c(N2CCN(C(=O)c3ccccc3Cl)CC2)nc(-c2ccccc2)c2c1CCCC2,6.0%,15.1,-1.5,-2.1%,0.5%,x,u,0.2%,x,-4.3%
O=C(C1CC1)N1CCN=C1SCc1ccccc1,2.7%,-3.4,5.0,-1.7%,-2.5%,-0.1%,1.0%,0.1%,i,-4.6%
CCOC(=O)c1cnc(SC)nc1Nc1cccc2ccccc12,10.1%,-1.5,-14.6,-0.3%,0.4%,-1.2%,14.1%,-0.1%,i,-0.8%
c1ccc(-c2ccc(CNC3CC3)cc2)cc1,-0.9%,x,x,2.6%,x,-0.1%,0.0%,1.3%[50 µM],x,x
CSc1nnc(CNS(=O)(=O)c2ccc(Br)cc2)n1C,19.6%,x,x,-3.2%,x,0.0%,1.3%,2.6%[50 µM],x,x
COC(=O)c1cc(OC)c(OC)cc1NCC(=O)Nc1ccc(OC)c(OC)c1,-59.6%,-2.4,-11.2,2.2%,-2.5%,-0.8%,5.8%,4.2%,i,-9.2%

Later entries.
Structure,Large T inhibition,WT yeast gro inh,WT yeast gro inh mutant strain,Dengue-2 NS5 capping,ER stress rescue,West Nile virus CPE,RSV CPE inhibition,UTI89 phage lysis,Yfh1-off respiration,XIAP displacement
CC12CN3CC(C)(CN(C1)C3c1ccc(Cl)cc1)C2 (stereo not drawn),2.4%,x,x,-0.8%,x,-0.3%,-1.1%,0.0%,i,x
Cc1ccc(NCN2C(=O)C3C4C=CC(C4)C3C2=O)cc1 (stereo not drawn),5.5%,5.8,7.5,2.8%,-1.2%,0.3%,1.6%,0.1%,i,-3.9%
O=C(CSc1nc2ccccc2o1)N1CCN(c2ccc(Cl)cc2)CC1,-0.6%,-9.3,-3.7,5.5%,x,-1.2%,3.2%,0.0%,i,-5.7%
CC(=O)c1cn(Cc2ccccc2)c(=O)[nH]c1=O,5.8%,-0.5,5.3,x,-1.3%,-0.1%,-1.3%,0.4%,i,-7.9%
CCOc1ccc(NC(=O)NC2CCOC(C)(C)C2)cc1 (stereo not drawn),1.0%,-18.0,10.9,-3.4%,-2.0%,0.5%,-1.5%,0.6%,i,-5.0%
COc1ccc(N(CC(=O)NCc2ccc3c(c2)OCO3)S(=O)(=O)c2c(C)nn(C)c2C)cc1,6.8%&11.0%,7.1,3.3,-0.7%,-0.3%,0.6%,0.6%,0.8%,i,-4.7%
COc1ccccc1N1CCN(S(=O)(=O)CCNC(=O)Cc2ccc(F)cc2)CC1,6.3%,x,x,0.0%,x,x,1.9%,-0.7%[50 µM],x,x
COc1ccc(NC(=O)Cc2ccccc2)cn1,7.3%,-6.2,3.4,17.5%,-0.8%,1.0%,2.1%,0.0%,i,-2.4%
Cc1nn(C)cc1/C=N/NC(=O)c1ccc2c(c1)OCO2,4.7%,7.7,-5.2,2.3%,-1.6%,0.3%,0.8%,-0.6%,i,-4.3%
Cc1nc(NC(=O)/C=C/c2ccc(C(C)(C)C)cc2)sc1C(=O)N(C)C,3.6%,-6.4,-16.3,-2.2%,3.2%,-1.1%,2.3%,3.3%,i,2.3%
COCCCN(CC(=O)Nc1ccc(N2CCOCC2)cc1)S(=O)(=O)c1ccc(Cl)cc1,12.9%,-12.6,12.1,0.0%,-0.3%,-1.3%,-0.7%,0.4%,i,-1.9%
C=CCn1c(SCC(=O)Nc2ccccc2F)nc2ccccc2c1=O,6.1%,x,x,0.7%,x,-1.5%,1.8%,0.1%,x,x
Cc1ccccc1NC(=S)N1CCN(Cc2ccc3c(c2)OCO3)CC1,22.6%,-3.1,2.2,-6.7%,0.3%,-0.9%,0.7%,4.7%,i,0.7%
CCC(=O)Nc1c(-c2ccc(C)cc2)c(=O)c2ccccc2n1C,2.9%,x,x,3.6%,x,-0.3%,0.9%,1.9%[50 µM],x,x
CCNC(=O)c1ccccc1CCc1ccccc1,5.5%,-3.6,0.5,-12.1%,0.4%,-0.5%,0.8%,0.2%,i,-3.5%
COc1ccc2cc(C#N)c(Nc3cccc(F)c3)nc2c1,15.7%,-8.1,7.4,-6.8%,-0.9%,0.2%,2.2%,0.3%,i,-2.5%
COc1cc(NC2c3ncccc3C(=O)N2Cc2ccco2)cc(OC)c1OC (stereo not drawn),15.0%,-0.6,-17.9,2.7%,1.0%,0.3%,30.1µM*,0.8%,i,-6.6%
CCc1c(C(=O)NNC(=S)NC2CCCCC2)csc1C,6.7%,-0.4,14.7,0.0%,-0.7%,-0.8%,-1.2%,1.5%,i,-1.2%
COc1cc(CCC(C)NCc2ccccc2)ccc1O (stereo not drawn),1.6%,x,x,-2.0%,x,0.3%,-2.0%,0.2%,x,x
COc1ccc(C)cc1Nc1n[n+](-c2ccccc2)c(-c2ccc(OC)c(OC)c2OC)s1,13.1%,x,x,0.8%,x,-0.6%,17.4%,5.4%,x,x
CCCCCN(C(=O)CN(C)Cc1ccc(OC)cc1OC)c1c(N)n(CCCC)c(=O)[nH]c1=O,0.7%,-17.1,-12.4,2.1%,1.1%,0.5%,x,1.3%,i,-17.1%
O=C(O)/C=C/c1cnc2ccccc2n1,6.3%,-13.4,-14.5,3.8%,-0.7%,-0.4%,-0.7%,0.0%,i,-6.3%

Assay outcomes deposited in PubChem by several laboratories.
